Rad51 HR inh = Rad51 (human) homologous recombination inhibition; hRad51 DNA strand exchange, fluorescence dequenching; inhibition, % at 10 µM; actives 0.085% (n = 200,000); Q06609; AID 1385;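 active = inhibition above 40% at the single screening dose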;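 also: 0% = DMSO control wells and 100% = blanks with heterologous ssDNA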
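Test system – preformed human Rad51 ssDNA filaments · Reagent – Donor/quencher-labelled 47-bp dsDNA substrate · Incubation – 37 °C 15-min filament assembly, 30-min compound preincubation, 15-min exchange · Signal – FRET fluorescence dequenching, excitation 485 nm, emission 520 nm · Read-out – percent inhibition from fluorescence, normalised to plate control and blank means · Benchmarks – plate control and blank wells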
FXIa inh 1536 = inhibitors of human coagulation factor XIa. actives 0.14% (n = 220,000). P03951. AID 798. inhibition, % at 5 µM. purified FXIa, Boc-Glu-Ala-Arg-AMC fluorogenic substrate;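 active = inhibition of at least 40%; inactive = inhibition below 40%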;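 also: fluorescence of freed AMC excited at 355 nm; 0% = enzyme without compound and 100% = no enzyme blank; many of its hits are not listed in these tables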
Target sequence (P03951 19-387 limits assumed): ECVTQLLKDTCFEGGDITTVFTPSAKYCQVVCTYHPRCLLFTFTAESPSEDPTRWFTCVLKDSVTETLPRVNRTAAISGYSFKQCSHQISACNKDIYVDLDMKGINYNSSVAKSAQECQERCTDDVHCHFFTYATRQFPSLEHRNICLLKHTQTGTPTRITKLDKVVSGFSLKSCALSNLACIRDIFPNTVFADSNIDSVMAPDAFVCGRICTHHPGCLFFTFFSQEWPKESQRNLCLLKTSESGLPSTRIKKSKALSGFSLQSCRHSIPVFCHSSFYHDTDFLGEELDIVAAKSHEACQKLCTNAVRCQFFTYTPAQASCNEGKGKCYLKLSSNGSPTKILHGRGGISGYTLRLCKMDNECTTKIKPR
Target sequence (P03951 388-625 limits assumed): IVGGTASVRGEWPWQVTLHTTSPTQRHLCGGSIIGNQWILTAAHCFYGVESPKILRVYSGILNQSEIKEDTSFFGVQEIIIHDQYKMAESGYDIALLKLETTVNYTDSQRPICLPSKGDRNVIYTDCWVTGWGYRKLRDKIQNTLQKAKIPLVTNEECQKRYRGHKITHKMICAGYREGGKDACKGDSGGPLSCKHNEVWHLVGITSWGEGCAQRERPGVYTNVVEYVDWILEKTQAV
KCC2 mod = KCC2 (human) Cl- transport modulation; Q9H2X9; AID 1456; actives 2.2% (n = 190,000); KCC2 cells, thallium flux FluoZin-2 fluorescence; B-score of Tl+ flux slope (higher = more flux/activation; lower = inhibition) at 10 µM;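 active = thallium flux slope and its plate-corrected score both differing from the plate sample mean at a set confidence after two filtering rounds, in either direction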;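 also: slope of fluorescence scaled to starting intensity during 10 to 20 s after thallium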
Hck-Nef inh = inhibitors of human Hck kinase activated by Nef. P08631. actives 0.68% (n = 220,000). inhibition, % at 20 µM. Recombinant Hck-YEEI plus Nef, Z-Lyte FRET kinase assay;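 active = Hck-Nef kinase inhibition above about 50%, limit read from the data; inactive = inhibition below that limit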;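 also: 0% = DMSO with Hck plus Nef and 100% = Hck alone without Nef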
thrombin 1536 = inhibitors of human thrombin. alpha-thrombin, Boc-VPR-AMC fluorogenic substrate cleavage. inhibition, % at 5 µM. actives 0.26% (n = 220,000);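 active = inhibition at or above 40%; inactive = inhibition below 40%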;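 also: 0% = enzyme with no compound and 100% = wells without enzyme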
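Material: human alpha-thrombin enzyme / Medium: pH 7.5 Tris (50 mM) with NaCl 150 mM, Tween 20 0.05% / Compound: single-point dosing at 5 µM, 0.2% DMSO / Incubation: enzyme reaction carried out at room temperature / Detection: AMC fluorescence, 355/460 nm / Read-out basis: percent inhibition scaled between no-compound controls and no-enzyme blanks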
TNF necrop inh = blocks TNF-alpha induced death of Jurkat FADD-/- cells; activation (protection from cell death), % at 10 µM; actives 0.068% (n = 220,000); Jurkat FADD-/- TNF necroptosis rescue, ATP luminescence, 24 h; 0 = TNF only, 100 = no-TNF cells;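 active = activation, meaning protection from cell death, of at least 50% relative to plate controls; inactive = activation below 50%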;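 also: necroptosis triggered by 40 ng/mL TNF-alpha added together with compound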
L929 necroptosis = blocks zVAD induced death of L929 cells; viability rescue, % at 10 µM; AID 1377; L929 zVAD necroptosis rescue, ATP luminescence, 24 h; with zVAD 60 µM; actives 0.38% (n = 220,000);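 active = activation, scaled between plate controls, above about 75%, limit read from the data; inactive = activation under that limit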;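 also: 0% = zVAD with DMSO and 100% = DMSO alone without zVAD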
FXIIa inh = blocks human coagulation factor XIIa protease activity; actives 0.3% (n = 220,000); AID 800; inhibition, % at 5 µM; purified FXIIa, Boc-QGR-AMC fluorogenic substrate, 2 h; in the data active = inhibition above about 40%;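 also: 0% = enzyme with no compound and 100% = blank without enzyme; many of its hits are not listed in these tables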
KLK5 inh = blocks human kallikrein 5 protease activity. Q9Y337. recombinant hK5, fluorogenic AMC substrate cleavage. inhibition, % at 5 µM. actives 0.59% (n = 210,000);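 active = inhibition of 40% or more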;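 also: 0% = enzyme controls without compound and 100% = no-enzyme blanks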
Target sequence (Q9Y337 67-293 limits assumed): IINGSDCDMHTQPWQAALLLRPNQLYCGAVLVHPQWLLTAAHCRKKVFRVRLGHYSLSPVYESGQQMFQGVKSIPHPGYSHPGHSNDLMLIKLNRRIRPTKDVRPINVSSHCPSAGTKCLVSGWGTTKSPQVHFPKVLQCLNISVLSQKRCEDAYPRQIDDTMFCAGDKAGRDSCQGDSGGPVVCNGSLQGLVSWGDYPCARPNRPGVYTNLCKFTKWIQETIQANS
* marks the source's active call; other numbers are inactive results; · = not tested or not shown. An excerpt (hit frequency here may not be typical).

Results follow in this order: Rad51 HR inh | FXIa inh 1536 | L929 necroptosis | FXIIa inh | thrombin 1536 | Hck-Nef inh | TNF necrop inh | KLK5 inh | KCC2 mod
> O=C1CCCCCN1CP(=O)(O)CN1CCCCCC1=O
  12 | 1 | 0.7 | 5 | -3 | 22 | 1.6 | 1 | -0.58
> COc1ccccc1OCCN1CSC(=S)N(C)C1
  · | 1 | · | 3 | 1 | 0 | -18 | -8 | -1.5
> Cn1cc(CN2CCCC(CO)(Cc3ccccc3)C2)cn1 (stereo not drawn)
  7 | -2 | 2.0 | 7 | -1 | 22 | 0.6 | 1 | 2.3
> COc1ccc2c(c1)C(C)CC(C)(C)N2C(=O)CSc1ncn[nH]1 (stereo not drawn)
  -7 | 2 | 0.6 | 10 | -6 | 1 | -6.6 | -9 | ·
> CS(=O)(=O)Oc1ccc(Br)cc1/C=C1/N=C(c2ccco2)OC1=O
  20 | 11 | · | 13 | 0 | 2 | 0.5 | -11 | 1.5
> Cc1ccc(S(=O)(=O)Nc2ccc(C(=O)Nc3cc(C)on3)cc2)cc1
  1 | 4 | 6.0 | 15 | 3 | -2 | 2.0 | -11 | -0.46
> Cc1ccc(C(=O)NCCSCc2ccccc2)cc1[N+](=O)[O-]
  · | 9 | 1.1 | 9 | -1 | 3 | 0.9 | -12 | -3
> CC1=CC(=O)c2c(O)ccc(O)c2C1=O
  -36 | 1 | 2.0 | 6 | 1 | 60* | -1.1 | -7 | -5.1*
> O=C1c2cccc3cc([N+](=O)[O-])cc(c23)C(=O)N1CC1CCCO1 (stereo not drawn)
  -7 | 1 | -1.1 | 11 | -2 | 22 | -11 | 1 | -0.071
> Cc1nn(-c2cccc(C(=O)O)c2)c(C)c1[N+](=O)[O-]
  · | -5 | 0.8 | 1 | -11 | 16 | -0.5 | -7 | 1.6
> COC(=O)CNc1nc(-c2cccnc2)nc2ccccc12
  5 | 1 | 5.6 | 14 | 0 | -1 | 0.0 | 10 | -0.35
> CCOC(=O)c1nc(C)n(-c2ccc(Cl)cc2)n1
  7 | 0 | 0.3 | 12 | -7 | 1 | -1.5 | -17 | ·
> COc1ccc(OCC(O)CN2C(=O)NC(C)(C)C2=O)cc1 (stereo not drawn)
  -5 | 1 | 2.0 | 11 | 5 | 2 | 1.7 | -14 | -0.31
> CN(C)CCNC(=O)C(=O)c1c(-c2ccccc2)cc2ccccn12
  -11 | 4 | 0.1 | 10 | 1 | -2 | 0.0 | 3 | 0.37
> COC(=O)c1c(C)[nH]c(C(=O)OCc2ccc(F)cc2)c1C
  2 | 4 | 79* | 13 | 1 | 4 | 1.5 | -19 | -1.4
> COc1ccc(OC)c(N/C=C/C(=C(C#N)C#N)N(C)C)c1
  · | 2 | 0.8 | 8 | -2 | -11 | -4.0 | · | ·
> c1ccc(CN2CCCC3(CCCN(Cc4nc(COc5ccccc5)no4)C3)C2)cc1 (stereo not drawn)
  -2 | -1 | -0.8 | 6 | -6 | 23 | 1.9 | 3 | -3.6
> CCCCC(=O)NNC(=O)c1c(O)c2ccccc2[nH]c1=O
  15 | -6 | 0.4 | 2 | -3 | 0 | 0.1 | -16 | -0.19
> COc1ccc(CCNc2oc(-c3ccccc3OC)nc2C#N)cc1
  3 | -5 | 0.7 | 10 | 1 | 0 | -3.1 | -3 | -1.7
> CCn1c(SCC(=O)Nc2sc3c(c2C#N)CCCC3)nnc1-c1ccco1
  -6 | 3 | -1.5 | 12 | 1 | -25 | -1.6 | -11 | 0.044
> Cc1cc(C)nc(N/N=C/c2ccc(Cl)cc2)n1
  -3 | 2 | 0.6 | 10 | 1 | -7 | 4.2 | 1 | -0.28
> NC(=O)CC(NC(=O)Cc1ccc(Br)cc1)c1ccc(NCc2ccccn2)c([N+](=O)[O-])c1 (stereo not drawn)
  11 | 2 | 0.4 | 7 | 2 | 22 | 4.3 | 3 | 0.74
> COc1ccc(C(=O)C2CCCN(C3Cc4ccccc4C3)C2)cc1OC (stereo not drawn)
  -20 | -6 | 0.9 | 5 | 17 | 21 | 2.7 | -2 | -0.1
> CCOC(=O)c1cc(-c2ccccc2)n(CC(=O)NC(C)(C)C)c1C
  1 | -3 | 1.0 | 3 | -10 | 19 | 0.7 | -4 | -0.18
> COc1ccc(S(=O)(=O)N2CCN(c3ccccc3)CC2)cc1
  -1 | 1 | 5.3 | 9 | -8 | 17 | 1.8 | 4 | -0.053
> O=C(Nc1ccc(Oc2ccccc2)cc1)c1ccco1
  1 | 4 | 0.2 | -1 | 22 | 6 | -1.3 | 69* | -2.5
> COc1ccc(S(=O)(=O)N2CCC(C(=O)NCc3ccco3)CC2)cc1
  -1 | 21 | -0.6 | 34 | 16 | 6 | 1.9 | 23 | -0.87
> O=C(O)COc1ccccc1/C=N/NC(=O)CSc1nc2ccccc2n1Cc1ccccc1
  0 | -1 | -0.1 | 4 | -3 | 19 | 4.9 | -1 | 0.98
> Cc1cc(C)c(C#N)c(SC2CCCCC2=O)n1 (stereo not drawn)
  15 | -2 | 0.1 | 12 | -1 | 0 | -1.4 | -19 | -0.14
> CCOC(=O)N1CCN(c2c(NCCc3ccc(C)cc3)c(=O)c2=O)CC1
  · | 1 | -0.4 | 9 | -2 | 6 | -0.8 | 2 | -0.16
> Cc1cc(C(=O)CN2C(=O)NC3(CCCCC3)C2=O)c(C)n1Cc1ccc2c(c1)OCO2
  -3 | 5 | 0.4 | 1 | -2 | 5 | -0.5 | 1 | 0.23
> CCNc1nc(CN2CCCCC2)nc2scc(-c3ccccc3)c12
  -8 | 4 | -1.2 | 9 | -13 | 2 | -2.6 | -7 | -0.29
> O=C(/C=C/c1ccccc1)NC(=O)c1ccccc1O
  6 | -1 | 12 | 10 | -2 | 15 | 2.0 | 5 | 0.24
> COc1ccc(/C=N/NC(=O)c2cccc(Br)c2)cc1COc1ccccn1
  9 | 2 | 0.9 | 2 | -1 | 12 | 3.2 | 2 | -1.4
> C=C(C)CNC(=S)/N=c1\scc(C)n1CC
  -2 | 12 | -0.2 | 11 | 7 | 1 | -2.6 | 4 | -0.69
> CCc1cccc(C)c1NC(=O)CC(C)(C)CC(=O)O
  2 | -3 | 0.5 | 3 | -3 | -5 | 4.1 | 11 | -0.32
> COc1ccc(OC)c(NC(=O)COC(=O)C2CCN(C(=O)c3ccc(Cl)cc3)CC2)c1
  · | -4 | -0.1 | 6 | -9 | 18 | 0.3 | 9 | -0.67
> N#CNC1=NCN(CCc2ccccc2)CN1
  6 | 16 | 0.9 | 28 | -1 | 0 | -0.2 | -10 | ·
> CSc1nc(Cl)cc(N2CCOCC2)n1
  -4 | -6 | -1.1 | 10 | -17 | 9 | -3.2 | -1 | 0.041
> Cc1ccc(C(=O)N2CCCC(c3ccccc3)=N2)cc1
  4 | -4 | 1.4 | 7 | -11 | 24 | -0.7 | -1 | -3.3
> Cc1occc1-c1nnc(SCC(=O)N2CCN(c3ccccc3)CC2)n1C
  0 | 6 | -0.3 | -2 | -16 | 1 | -0.5 | 6 | -0.55
> Cc1nn(C)c(Cl)c1CN1CCCC(CCC(=O)NCc2ccccc2F)C1 (stereo not drawn)
  0 | 0 | 1.8 | 8 | -6 | 22 | 0.2 | 4 | 0.071
> O=C(CN1CCOCC1)N/N=C/c1ccc(-c2cccc(Cl)c2Cl)o1
  -5 | 3 | 0.0 | 6 | -5 | -7 | -3.1 | -6 | -0.19
> Cc1ccc(NNC(=O)Nc2ccc(Cl)cc2)nn1
  25 | 4 | 0.2 | 6 | 4 | -39 | -0.7 | 2 | -0.13
> O=C(NC(Cc1c[nH]c2ccccc12)C(=O)Nc1ccc(OC(F)(F)F)cc1)c1cccs1 (stereo not drawn)
  0 | 7 | 2.3 | 8 | -3 | -1 | 4.7 | -7 | 0.44
> COC(=O)COc1ccc(S(=O)(=O)N2CCc3ccccc3C2)cc1C
  -2 | 10 | -0.6 | 18 | 5 | 0 | 1.5 | -20 | -0.04
> Cn1nc(C(F)(F)F)c(C(=O)Nc2ccc(F)cc2)c1Cl
  -8 | 2 | -0.6 | 5 | -3 | 17 | 0.0 | -3 | ·
> O=C(c1ccc(NC(=S)NCc2ccco2)cc1)N1CCCCC1
  -29 | -5 | 0.3 | 2 | 2 | 1 | -0.3 | -8 | -1.8
> Cn1c(SCC(=O)c2ccc3c(c2)OCO3)nnc1C1COc2ccccc2O1 (stereo not drawn)
  2 | -4 | -0.4 | -1 | -6 | 1 | -0.2 | -10 | -0.72
> COc1c(S(=O)(=O)N2CCN(c3ccc(F)cc3)CC2)ccc(Cl)c1Cl
  -1 | -4 | -0.2 | 7 | -1 | 0 | 4.9 | -6 | -0.61
> Cc1occc1C(=O)Nc1nnc(-c2cccs2)s1
  11 | 1 | 34 | 7 | 9 | 32 | 0.9 | 6 | 2
> COc1ccc(OC)c(C(c2nnnn2CCC(C)C)N2CCN(C(=O)c3ccco3)CC2)c1 (stereo not drawn)
  -6 | -5 | -0.7 | 6 | -7 | -2 | -0.5 | -21 | ·
> COc1cccc(/C=C/C(=O)Nc2ccc(N3CCOCC3)cc2)c1OC
  -54 | -1 | -0.4 | 8 | -4 | 15 | -0.1 | 2 | 0.92
> COC(=O)c1cc(OC)c(OC)cc1NC(=O)C1CCC(=O)N1S(=O)(=O)c1ccc(C)cc1 (stereo not drawn)
  2 | 2 | -0.1 | 15 | -6 | 0 | -5.7 | -8 | 1.1
> Cc1cc(Nc2cccc(F)c2)n2nc(C)nc2n1
  0 | 2 | 2.1 | 12 | 4 | 0 | 0.0 | -8 | -0.053
> CCOC(=O)c1sc(Nc2ccccc2)nc1C
  · | 4 | 1.0 | 12 | 0 | 0 | 1.1 | 7 | ·

From PubChem BioAssay
